Compound activity: PubChem, National Center for Advancing Translational Sciences (NCATS)
GRP78 ERSR act – inducers of ER stress response in human glioma cells. U87-MG GRP78 promoter luciferase reporter, 16 h. Potency, µM, inactives show at the highest dose activation, usual class: activators. hit rate 0.02% among 420,000. AID 602332; active = well fitted activation curve with a large enough effect; note: potency is the fitted concentration of half-maximal effect; series mostly up to about 76 µM; % of control where 0% means no effect; nearly all actives have a fitted effect of over 35% in size
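Stably transfected U87-MG human glioma cells carrying a GRP78-based luminescent sensor were seeded at 1000 cells/well, pin-dosed with compounds and incubated 16 h. Luciferase reagent was then added, and end-point luminescence was read after 10 min at room temperature.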
LDHA block – inhibitors of human lactate dehydrogenase A; purified LDHA, NADH/diaphorase-resazurin fluorescence; active compounds read low; hit rate 0.15% among 480,000; activity change, % (values are at about 110 or 230 µM); P00338; in the data active = activity change below about -30%;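 note: plate controls were DMSO wells for no effect and wells without enzyme for full effect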
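Human LDH5 at 2 nM final in Tris HCl pH 7.4 with 0.06 mM NADH and 0.2 mM pyruvate, reacted 5 minutes at room temperature. Remaining NADH coupled via diaphorase/resazurin; resorufin fluorescence read at 0 and 20 minutes, normalized to enzyme-free and DMSO wells.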
* marks the source's active call; other numbers are inactive results.

Start of the data: the first 7 compounds (preview)
mol	GRP78 ERSR act	LDHA block
O=C(NCc1ccc(Cl)c(Cl)c1)c1cc(C2CCCCN2C(=O)OCCF)on1 (configuration not stated)	-3%	-4
Cc1ccc(Cc2c(-c3ccc(Cl)cc3)nc3c(Cl)cc(C(F)(F)F)cn23)cc1	1%	-4
CCOC(=O)C1=C[C@@H](C(C)(C)C)N(S(=O)(=O)c2ccc(C)cc2)[C@H]1c1cccc2ccccc12	-3%	-6
COCCNC(=O)C1CCCN(C(=O)c2ccc3c(c2)C(C)(C)CCC3(C)C)CC1 (configuration not stated)	-4%	-6
N#Cc1cccc(-c2csc(C(O)c3ccco3)n2)c1 (configuration not stated)	0%	-1
CC(C)(C)c1ccc(CC(=O)N2CCC2(C)C(=O)Nc2cccc3c2CCCC3)cc1 (configuration not stated)	2%	-2
CCOc1ccc(Cl)cc1-c1cc(C(=O)NCCOC)[nH]n1	0%	-3

Results, previewed entries included:
mol	GRP78 ERSR act	LDHA block
O=C(NCc1ccc(Cl)c(Cl)c1)c1cc(C2CCCCN2C(=O)OCCF)on1 (configuration not stated)	-3%	-4
Cc1ccc(Cc2c(-c3ccc(Cl)cc3)nc3c(Cl)cc(C(F)(F)F)cn23)cc1	1%	-4
CCOC(=O)C1=C[C@@H](C(C)(C)C)N(S(=O)(=O)c2ccc(C)cc2)[C@H]1c1cccc2ccccc12	-3%	-6
COCCNC(=O)C1CCCN(C(=O)c2ccc3c(c2)C(C)(C)CCC3(C)C)CC1 (configuration not stated)	-4%	-6
N#Cc1cccc(-c2csc(C(O)c3ccco3)n2)c1 (configuration not stated)	0%	-1
CC(C)(C)c1ccc(CC(=O)N2CCC2(C)C(=O)Nc2cccc3c2CCCC3)cc1 (configuration not stated)	2%	-2
CCOc1ccc(Cl)cc1-c1cc(C(=O)NCCOC)[nH]n1	0%	-3
CC(C)CCNC(=O)C1(C)CCN1Cc1ccc2ccccc2c1 (configuration not stated)	0%	0
CC(C)(C)S(=O)N1Cc2cc(C(=O)NCCCN3CCOCC3)nc(-c3cccc(-c4cc5ccccc5o4)c3)c2[C@@H]1CCO (some centres not stated)	-4%	0
COC(=O)c1ccc2nc(-c3ccc(F)cc3)c(Cc3ccccc3)n2c1	3%	-3

More compounds follow.
mol	GRP78 ERSR act	LDHA block
CN1c2ccccc2SC2C(c3ccccc3)=NOC21 (configuration not stated)	-2%	-6
CC1(C(=O)NS(=O)(=O)C2CC2)CCN(C(=O)c2ccc3ccccc3n2)C1 (configuration not stated)	-3%	-4
CCCCNC(=O)C1(C)CCCCN1Cc1ccccc1-c1ccccc1 (configuration not stated)	3%	2
COc1ccccc1Cc1c(-c2ccc(Cl)cc2)nc2c(C)cc(Br)cn12	15%	-3
CCC(=O)N1CCC(C)(C(=O)NCc2ccc(F)cc2)C1 (configuration not stated)	-2%	-9
CCCNC(=O)C1(C)CCN(C(=O)/C=C/c2ccccc2)C1 (configuration not stated)	-2%	-3
CC(=O)Nc1cc(-c2cccc(N)c2)cn2c(-c3ccc(C(C)=O)cc3)cnc12	-3%	-3
OC(c1ccc(F)cc1)c1nc(-c2ccccc2)cs1 (configuration not stated)	2%	-7
COc1ccc(C(c2nnnn2-c2c(C)cccc2C)N2CCN(C/C=C/c3ccccc3)CC2)cc1 (configuration not stated)	-5%	-7
O=C(NCc1cccnc1)c1cc(C2CCCN(S(=O)(=O)c3cccs3)C2)on1 (configuration not stated)	-2%	-17

Remaining list, next part
mol	GRP78 ERSR act	LDHA block
Cc1ccc(Cc2c(-c3cccc(Cl)c3)nc3ccc(Br)cn23)cc1	5%	3
CCCNC(=O)C1(C)CCCN(Cc2ccccc2C#N)C1 (configuration not stated)	-2%	1
Cc1c(C(=O)NCc2ccccc2C(F)(F)F)sc(=O)n1Cc1ccc2ccccc2c1	-2%	-2
COc1ccc(C(NC(=O)C2CCN(CCCc3ccccc3)CC2)c2cccs2)cc1 (configuration not stated)	2%	1
CC1(C(=O)N2CCCCC2)CCN1C(=O)Cc1ccc(-c2ccccc2)cc1 (configuration not stated)	-1%	-7
NC(Cc1ccc(C(F)(F)F)cc1)c1csc(Nc2cnccn2)n1 (configuration not stated)	-3%	-15
CC1(C(=O)Nc2cccc(C#N)c2)CCN1C(=O)Cc1ccc(-c2ccccc2)cc1 (configuration not stated)	-5%	-8
COc1ccc(-c2csc(C(C)(NC(C)=O)c3ccccc3)n2)cc1 (configuration not stated)	-2%	-7
CC1Oc2ccc(C#N)cc2N(Cc2ccccc2OC(F)(F)F)C1=O (configuration not stated)	-4%	-2
CC(=O)Nc1cc(-c2cccc(C(=O)NCCN(C)C)c2)cn2c(-c3ccc(F)c(Cl)c3)cnc12	-9%	-11

Shown with two lines to a compound: entries from further up
Screens in order – GRP78 ERSR act | LDHA block
Cc1c(C(=O)NCc2ccccc2C(F)(F)F)sc(=O)n1Cc1ccc2ccccc2c1
    -2% | -2
Cc1ccc(Cc2c(-c3cccc(Cl)c3)nc3ccc(Br)cn23)cc1
    5% | 3
CC1(C(=O)Nc2cccc(C#N)c2)CCN1C(=O)Cc1ccc(-c2ccccc2)cc1 (configuration not stated)
    -5% | -8
CC1Oc2ccc(C#N)cc2N(Cc2ccccc2OC(F)(F)F)C1=O (configuration not stated)
    -4% | -2

Further compounds
mol	GRP78 ERSR act	LDHA block
CC(O)(c1cccc(F)c1)c1nc(-c2ccc3c(c2)OCO3)cs1 (configuration not stated)	-3%	-1
CCc1nc2c(OCC(=O)C(C)(C)C)cccn2c1N(C=O)Cc1ccccc1	-3%	0
CCOCCC(=O)Nc1ccc2c(c1)c(=O)n(C)n2-c1ccc2ccccc2c1	-3%	4
Cc1ccccc1-c1cc2nc(NCCN3CCNC3=O)n(C)c(=O)c2s1	-2%	-3
OC(c1ccc(F)cc1)c1ncc(-c2ccc(Oc3ccccc3)cc2)[nH]1 (configuration not stated)	-2%	-7
CN(C)C(=O)c1cccc(-c2ccc3nncn3c2)c1	0%	0
CCOC(=O)c1ccn(S(=O)(=O)c2ccc(C)cc2)c1-c1ccccc1	-2%	-2
COc1ccc(OC)c(S(=O)(=O)NC(=O)C2(C)CCN2C(=O)Cc2ccccc2Cl)c1 (configuration not stated)	-5%	-4
N#Cc1ccc(-c2nc3ccc(Cl)cn3c2Cc2cccc(Cl)c2)cc1	-1%	-4
CNc1cncc(-c2ccc(S(C)(=O)=O)cc2)n1	-1%	-2

Part of the list above, with values under each structure.
Fields: GRP78 ERSR act, LDHA block
> N#Cc1ccc(-c2nc3ccc(Cl)cn3c2Cc2cccc(Cl)c2)cc1
 : -1%, -4
> CNc1cncc(-c2ccc(S(C)(=O)=O)cc2)n1
 : -1%, -2

Later entries
mol	GRP78 ERSR act	LDHA block
CC(=O)c1cccc(-c2cnc3c(NC=O)cc(-c4cccc(C(=O)N(C)C)c4)cn23)c1	2%	-8
Clc1cccc(Cc2c(-c3ccccc3)nc3ccc(Cl)cn23)c1	2%	-2
C=CCN(CC=C)Cc1cc(=O)oc2cc(C)ccc12	-3%	-3
COc1ccc(Br)c(Cn2c(C)c(C(=O)N(C)Cc3ccc(F)cc3)sc2=O)c1	-2%	-7
COc1ccccc1CNC(=O)Nc1nc(C(N)CCc2ccccc2)cs1 (configuration not stated)	-6%	-3
COc1ccc(-c2nc3c(C)cc(Br)cn3c2Cc2ccccc2)cc1OC	-4%	-6
OC[C@@H]1CN(Cc2ccc(Cl)cc2)C[C@H](n2cnc3c(NC4CCC4)ncnc32)O1	3%	0
O=C(Nc1cccc(OC(F)(F)F)c1)C1Cc2c(-c3ccco3)ccnc2O1 (configuration not stated)	-7%	-10
CC(=O)Nc1ccc(CNc2nc3cc(-c4ccsc4)sc3c(=O)n2C)cc1	3%	1
CSCCC(C(=O)Nc1c(C)cccc1C)N1CCN(C/C=C/c2ccccc2)CC1 (configuration not stated)	-1%	-6

More results follow.
mol	GRP78 ERSR act	LDHA block
CCOC(=O)C1=CCN(S(C)(=O)=O)C1c1ccc(C)cc1 (configuration not stated)	-4%	-9
CNc1cncc(-c2ccc(NS(C)(=O)=O)cc2)n1	-1%	1
COc1ccc(-c2csc(C(C)(O)c3cccnc3)n2)cc1 (configuration not stated)	0%	-7
Cc1noc(C)c1C(=O)N1CCC1(C)C(=O)NS(=O)(=O)Cc1cccc(Cl)c1 (configuration not stated)	0%	-1
O=C(Nc1ccc(Oc2ccccc2)cc1)c1ccc2sc([C@H]3C[C@H](O)[C@@H](CO)O3)nc2c1	-4%	-8
COc1cccc(-c2cc(NC=O)c3ncc(-c4cc(OC)c(OC)c(OC)c4)n3c2)c1	-4%	-3
CCCCNC(=O)c1ccc2nc(CC)c(N(CCC(C)C)CCN(C)C)n2c1	-4%	-11
CC(=O)c1cccc(-c2ccnc3c2CC(C(=O)NCc2cccs2)O3)c1 (configuration not stated)	0%	3
CC(=O)Nc1cccc(-c2ccnc3c2CC(C(=O)Nc2ccc4c(c2)OCO4)O3)c1 (configuration not stated)	-4%	-6
Cn1nc(C(C)(C)C)cc1C(=O)N1CCCCC1c1cc(C(=O)Nc2cccc(C#N)c2)no1 (configuration not stated)	-5%	-5

(next part)
mol	GRP78 ERSR act	LDHA block
COc1ccccc1Cc1c(-c2ccc(OC)c(OC)c2)nc2ccc(Cl)cn12	-3%	-3
CSCCNC(=O)C1(C)CCN1C(=O)C/C=C/c1ccccc1 (configuration not stated)	-2%	-3
COc1cc(F)ccc1-c1csc(C(O)c2ccccc2)n1 (configuration not stated)	5%	0
Cc1cc(C(O)c2ncc(-c3ccccc3C)[nH]2)ccc1F (configuration not stated)	1%	-11
O=C(Nc1ccccc1Oc1ccccc1)[C@@H]1O[C@H](CO)[C@H](O)[C@H](O)[C@H]1O	-2%	-5
O=C(NCc1cccnc1)c1cc(C2CCCCN2C(=O)c2ccc(Cl)cc2)on1 (configuration not stated)	0%	-5
CC1(C(=O)Nc2cccc(C#N)c2)CCN1C(=O)C/C=C/c1ccccc1 (configuration not stated)	0%	-1
Cc1cn([C@H]2C[C@H](O)[C@@H](/C=C/C(=O)N3CCN(Cc4ccc(F)cc4)CC3)O2)c(=O)[nH]c1=O	-4%	-1
O=C(Nc1cccc2ccccc12)c1csc([C@@H]2O[C@H](CO)[C@@H](O)[C@H]2O)n1	3%	-2
COc1ccccc1Cc1c(-c2ccc(C#N)cc2)nc2c(C)cc(Br)cn12	-2%	-1

New compounds follow.
mol	GRP78 ERSR act	LDHA block
Nc1ncnc2c1ncn2C1OC(CO)C2OC21 (configuration not stated)	-1%	-3
CC(=O)Nc1cccc(-c2ccnc3c2CC(C)(C(=O)NCc2cccc(Cl)c2)O3)c1 (configuration not stated)	-3%	-1
COc1ccccc1COc1cccn2c(N(C)C(=O)CCC3CCCC3)c(C)nc12	-4%	2
O=C(Nc1cccc(C(F)(F)F)c1)c1csc([C@@H]2O[C@H](CO)[C@@H](O)[C@H]2O)n1	4%	-7
Nc1c([N+](=O)[O-])cc2c3c(cccc13)CC2	0%	2
O=C(NCc1cccnc1)c1csc([C@@H]2O[C@H](CO)[C@H](O)[C@H](O)[C@H]2O)n1	-3%	-4
COc1ccc(CC(N)c2csc(Nc3ccc(S(C)(=O)=O)cc3)n2)cc1 (configuration not stated)	-4%	-5
CC1(C(=O)NS(=O)(=O)Cc2ccccc2)CCN1C(=O)Cc1ccc(-c2ccccc2)cc1 (configuration not stated)	-1%	-7
O=C(NCc1cccnc1)c1cc(C2CCCN(C(=O)C3CCCCC3)C2)on1 (configuration not stated)	-3%	-6
Cc1ccc(-c2c(C#N)c(N)n(-c3ccccc3C)c(=O)c2C#N)cc1	-3%	-4

Remaining list, next part:
mol	GRP78 ERSR act	LDHA block
CS(=O)(=O)c1ccc(Nc2nc(C(N)Cc3ccc(Cl)cc3)cs2)cc1 (configuration not stated)	-5%	-5
O=C([C@H]1O[C@@H](n2ccc(=O)[nH]c2=O)[C@H](O)[C@@H]1O)N(CCC1=CCCCC1)CC1CC1	-2%	-2
CN(C)CC#Cc1cccc(-c2nc(C(=O)O)cc3c2[C@@H](CCO)N(S(=O)C(C)(C)C)C3)c1 (some centres not stated)	-4%	-1
CC(=O)NCCNC(=O)Cn1nnc(-c2ccccc2)c1COc1ccc2ccccc2c1	-3%	-3
COc1cccc(NC(=O)C2(C)CCN2Cc2ccc(SC)cc2)c1 (configuration not stated)	-6%	-5
CCCCC(=O)N(C)c1c(C)nc2ccc(C(=O)N3CCCCC3)cn12	-3%	0
Cc1cc(F)ccc1C(O)c1ncc(-c2ccc(Oc3ccccc3)cc2)[nH]1 (configuration not stated)	1%	-6
COc1ccc(C(O)c2nc(-c3ccc(Cl)cc3)cs2)cc1 (configuration not stated)	1%	-2
COc1ccc(S(=O)(=O)NC(=O)C2(C)CCN2C(=O)CC2CCCC2)cc1 (configuration not stated)	-2%	-9
CCC(=O)N1CCC1(C)C(=O)Nc1ncc(C)s1 (configuration not stated)	0%	-2

The results go on:
mol	GRP78 ERSR act	LDHA block
COc1ccccc1C(O)c1ncc(-c2cccc(C(F)(F)F)c2)[nH]1 (configuration not stated)	1%	-9
CC(C)NC(=O)C1(C)Cc2c(-c3cccc(C(F)(F)F)c3)ccnc2O1 (configuration not stated)	-3%	1
COC(=O)C1(C)CCc2c(ccc3ccccc23)C1=O (configuration not stated)	1%	2
Cc1ccc(F)cc1C(=O)N1CCC1(C)C(=O)O (configuration not stated)	1%	-6
CCc1nc2c(OCc3ccc(Cl)cc3Cl)cccn2c1N(C)C(=O)C1CC1	-1%	-7

An excerpt; the hit share may differ from the screen's.
